ATG4B inhibitor – ATG4B protease inhibitors, primary screen, biochemical, fluorescence, uHTS; ATG4B cleavage of LC3-PLA2, NBD-HPC fluorescence, 1 h; Cysteine protease ATG4B (Homo sapiens), Q9Y4P1; 340,000 compounds, 0.51% hits; AID 504462, 2011; inhibition, % at 8.33 µM; in the data active = inhibition above about 40%
beta cell repl – inducers of MIN6 beta-cell proliferation, primary screen, ATP luminescence, uHTS | proliferation, % at 10 µM | MIN6 cells proliferation, ATPlite luminescence, 48 h; cells starved in 0.2% serum; 100% = growth in 10% serum | 330,000 compounds, 0.29% hits;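 active = compounds whose signal lies at least 3.5 SD above the mean of all wells on their plate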;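 note: 0% = DMSO-treated cells in low-serum medium and 100% = 10% serum control; some compounds called inactive have numbers as strong as hits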
hIAP inh – human IAP inhibitors, primary screen, biochemical, luminescence, uHTS | Intestinal-type alkaline phosphatase (Homo sapiens), P09923 | purified IAP, CDP-Star luminescence, 30 min | inhibition, % at 10 µM | 330,000 compounds, 0.12% hits;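 active = inhibition reaching a set limit with compound at 10 µM in the primary screen, cut at about 35% in these data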;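 note: plate controls were DMSO wells with enzyme for no effect and no-enzyme buffer wells for full effect; values of inactives mirror those of a sister screen read the other way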
Target sequence (P09923 whole entry, looked up): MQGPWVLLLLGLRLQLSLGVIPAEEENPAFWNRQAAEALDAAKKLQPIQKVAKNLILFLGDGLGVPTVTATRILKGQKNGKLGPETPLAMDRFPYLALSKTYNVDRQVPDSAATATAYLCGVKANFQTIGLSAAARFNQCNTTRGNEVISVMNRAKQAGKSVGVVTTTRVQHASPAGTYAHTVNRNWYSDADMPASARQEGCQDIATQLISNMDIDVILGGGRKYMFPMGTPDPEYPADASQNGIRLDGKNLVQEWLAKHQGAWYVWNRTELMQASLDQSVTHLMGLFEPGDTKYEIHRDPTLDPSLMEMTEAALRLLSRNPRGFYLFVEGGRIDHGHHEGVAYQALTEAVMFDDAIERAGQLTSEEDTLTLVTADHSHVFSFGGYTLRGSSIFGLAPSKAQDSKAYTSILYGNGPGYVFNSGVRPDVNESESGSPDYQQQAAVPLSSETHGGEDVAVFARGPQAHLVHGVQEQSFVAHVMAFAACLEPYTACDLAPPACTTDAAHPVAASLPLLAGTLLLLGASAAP
MPTP block – mitochondrial permeability transition pore inhibitors, primary screen, biochemical, isolated mouse mitochondria, absorbance | Ca2+ swelling absorbance, 30 min | inhibition, % at 10 µM | 360,000 compounds, 1.4% hits | AID 602449, 2012;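 active = inhibition of 50% or more, scaled per plate between neutral and stimulator controls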;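 note: 0% = DMSO wells given calcium and 100% = 1 mM EGTA wells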
APOBEC3G inh – APOBEC3G DNA deaminase inhibitors, primary screen, biochemical, fluorescence, single-stranded DNA substrate, uHTS; DNA dC->dU-editing enzyme APOBEC-3G (Homo sapiens), Q9HC16; recombinant A3G, ssDNA deamination FAM/TAMRA fluorescence; inhibition, % at 20 µM; 330,000 compounds, 0.28% hits; AID 493012, 2011;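 active = inhibition of at least 40% at 20 µM, with no more than 30% in the related APOBEC3A deaminase screen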;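 note: plate controls were DMSO wells with A3G for no effect and wells lacking A3G enzyme for full effect; some compounds called inactive have numbers as strong as hits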
A3A deaminase – APOBEC3A ssDNA deaminase inhibitors, primary screen, selectivity assay for APOBEC3G inhibitor project, biochemical, FAM/TAMRA oligo cleavage fluorescence. recombinant A3A, FAM/TAMRA ssDNA deamination fluorescence. inhibition, % at 20 µM. 330,000 compounds, 0.41% hits;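 active = at least 40% inhibition at 20 µM here, with at most 30% in a related deaminase screen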;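 note: plate controls were A3A with DMSO for no effect and wells lacking A3A enzyme for full effect; some results filed as inactive read as strong as hits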
Target sequence (P31941 whole entry, looked up): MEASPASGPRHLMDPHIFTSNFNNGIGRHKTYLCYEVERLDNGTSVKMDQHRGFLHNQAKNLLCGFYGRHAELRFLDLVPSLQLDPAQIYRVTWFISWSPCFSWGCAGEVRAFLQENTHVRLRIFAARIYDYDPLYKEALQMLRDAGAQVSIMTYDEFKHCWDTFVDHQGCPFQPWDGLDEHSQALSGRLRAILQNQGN
mIAP block – inhibitors of mouse IAP, primary screen, biochemical, luminescence, uHTS; intestinal alkaline phosphatase [Mus musculus]; 330,000 compounds, 0.2% hits; AID 2806, 2010; purified mouse IAP, CDP-Star luminescence, 30 min; inhibition, % at 10 µM;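 active = inhibition of at least 40% at 10 µM in the primary screen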;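 note: plate controls were DMSO with enzyme for no effect and no enzyme wells for full effect; values of inactives mirror those of a sister screen read the other way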
hIAP activ – human IAP activators, primary screen, biochemical, luminescence, uHTS; Intestinal-type alkaline phosphatase (Homo sapiens), P09923; purified human IAP, CDP-Star luminescence, 30 min; stronger effect = higher value; 1 = vehicle-only enzyme, 0 = enzyme-free background; activation factor at 10 µM; 330,000 compounds, 0.16% hits;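 active = activation factor of the enzyme at least 2-fold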; note: the source names both 10 and 20 µM as test concentration; values of inactives mirror those of a sister screen read the other way
mIAP act – activators of mouse IAP, primary screen, biochemical, luminescence, uHTS; intestinal alkaline phosphatase [Mus musculus]; muIAP, CDP-Star luminescence, 30 min; stronger effect = higher value; 1 = vehicle-only enzyme signal, 0 = enzyme-free wells; activation factor at 10 µM; 330,000 compounds, 0.24% hits;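 active = activation factor of at least 2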; note: the source names both 10 and 20 µM as test concentration; values of inactives mirror those of a sister screen read the other way
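Assay system: mouse IAP enzyme; reagent: chemiluminescent substrate CDP-Star; dosing: test compounds delivered from DMSO solution; schedule: 30 min at room temperature; measured by: luminescence from enzymatic CDP-Star hydrolysis; controls: DMSO-only wells and no-enzyme negative control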
* = called active by the depositor.

structure,ATG4B inhibitor,beta cell repl,hIAP inh,MPTP block,APOBEC3G inh,A3A deaminase,mIAP block,hIAP activ,mIAP act
CC(C)Nc1ncnc2c1cnn2-c1ccc(Cl)cc1,-3.3,-3.6,9.8,30.0,-7.7,-1.3,-7.8,0.902,1.08
COc1ccc(OC)c(CN2CCN(c3ccccc3OC)CC2)c1,4.6,-0.5,9.7,-2.6,-5.9,-2.6,-9.1,0.903,1.09
CCOc1cc(CNCCc2ccc(S(N)(=O)=O)cc2)cc(Cl)c1OCc1ccccc1,-10.7,-5.6,3.0,46.3,-5.6,-7.4,6.5,0.97,0.935
COc1ccc(S(=O)(=O)N(CC(=O)N2CCOCC2)c2ccc(F)cc2)cc1OC,0.0,-2.4,-12.7,-2.5,1.7,-5.3,-6.1,1.13,1.06
Cc1ccc(S(=O)(=O)N2CCCc3cc(NC(=O)c4c(F)cccc4F)ccc32)cc1,29.0,-4.5,-20.3,0.1,-6.5,-5.7,-5.0,1.2,1.05
N#Cc1ccc(COC(=O)C2CC(=O)N(CCc3ccccc3)C2)cc1 (centres undefined),-3.0,4.1,-2.3,-2.4,-6.6,10.1,9.7,1.02,0.903
CCN(CC)C(=O)COc1c(-c2ccco2)oc2ccccc2c1=O,4.5,0.5,-0.8,-0.2,-2.4,3.1,1.5,1.01,0.985
O=C(CSc1nc(=O)n2ccccc2n1)N1CCCCCC1,-1.5,-0.9,-2.7,-2.7,-4.5,-6.0,1.4,1.03,0.986
CCc1ccccc1NC(=O)CN(c1cccc(OC)c1)S(C)(=O)=O,-6.8,-3.4,-2.2,1.0,-1.6,1.3,3.7,1.02,0.963
CC(=O)N1CC(C)Sc2ccc(S(=O)(=O)NCc3ccc(Cl)cc3)cc21 (centres undefined),-0.6,-3.2,2.4,0.7,-6.4,-4.2,3.5,0.976,0.965
C=CCn1c(Cc2c(C)[nH]c3ccccc23)nnc1SCC(=O)NCc1ccc(F)cc1,-1.6,6.9*,4.8,0.3,-6.5,-2.3,-10.9,0.952,1.11
Cc1nc(C)c(C(=O)C2=C(O)C(=O)N(CCN(C)C)C2c2ccco2)s1 (centres undefined),-1.6,-1.9,-2.5,-0.8,-6.8,-3.8,9.7,1.02,0.903
O=c1[nH]n(-c2ccccc2)c(=O)c2ccccc12,2.3,-0.6,4.2,-1.3,-4.3,-2.9,0.1,0.958,0.999
Cc1cc(C)n(Cc2cnc(N3CCOCC3)s2)n1,-0.4,-0.4,-1.8,-0.4,-9.1,-0.3,-3.4,1.02,1.03
O=Cc1ccc(OCCCOc2cccc3cccnc23)cc1,5.1,-4.1,-0.3,-1.1,29.0,0.9,-2.9,1,1.03
COc1ccc2cc(C3(C)NC(=O)N(CC(=O)NCCC4=CCCCC4)C3=O)ccc2c1 (centres undefined),-15.3,-3.0,-1.4,2.6,18.4,4.7,-7.2,1.01,1.07
COc1ccc(CCC(=O)OCC(=O)c2ccc(C)cc2)cc1,4.0,0.0,-2.0,-0.1,-10.9,-3.0,28.5,1.02,0.715
CCc1nc2ccccc2n1Cc1ccc(F)cc1,-9.1,1.4,-3.7,0.2,0.4,2.5,13.2,1.04,0.868
COc1ccc(C2C(C(=O)Nc3ccccc3OC)=C(C)Nc3ncnn32)cc1 (centres undefined),2.0,-0.2,5.0,0.0,-6.0,-1.9,13.8,0.95,0.862
COC(=O)c1cc(NC(=O)c2ccco2)ccc1N1CCOCC1,9.7,-1.5,-6.5,-0.2,-6.9,-2.5,2.9,1.06,0.971

The final 2 entries of the section before come first, to join the parts.
structure,ATG4B inhibitor,beta cell repl,hIAP inh,MPTP block,APOBEC3G inh,A3A deaminase,mIAP block,hIAP activ,mIAP act
COc1ccc(C2C(C(=O)Nc3ccccc3OC)=C(C)Nc3ncnn32)cc1 (centres undefined),2.0,-0.2,5.0,0.0,-6.0,-1.9,13.8,0.95,0.862
COC(=O)c1cc(NC(=O)c2ccco2)ccc1N1CCOCC1,9.7,-1.5,-6.5,-0.2,-6.9,-2.5,2.9,1.06,0.971
CCCCN1Cc2cc(C(=O)c3cc(OC)ccc3O)cnc2NC1=O,-10.7,-1.1,17.6,2.2,-3.7,-3.8,9.2,0.824,0.908
Cc1cccc(NC(=O)COC(=O)CCCC2=NS(=O)(=O)c3ccccc3N2)c1,-8.1,-2.0,-2.1,-2.9,-8.3,-6.4,-0.7,1.02,1.01
Cc1cc(C)n(CCNS(=O)(=O)c2ccc(Cl)cc2)n1,2.4,-4.3,6.6,0.0,-3.8,-4.5,7.5,0.934,0.925
C=CCON/C(CCC)=C1\C(=O)CC(C)(C)CC1=NC,-4.6,-3.6,14.1,1.9,-0.1,2.8,-5.4,0.859,1.05
C=CCN(CC(O)c1cccc([N+](=O)[O-])c1)C(C)CCc1ccccc1 (centres undefined),-2.2,-4.2,-0.9,3.2,-4.4,-1.0,3.4,1.01,0.966
NNC(=O)c1csc(-c2cccc(C(F)(F)F)c2)n1,-3.8,0.1,-9.9,1.6,-4.0,-5.1,12.3,1.1,0.877
CC(C(=O)Nc1nccs1)N1C(=O)C2CC=CCC2C1=O (centres undefined),3.8,-0.6,-13.4,-3.1,0.2,0.0,-4.0,1.13,1.04
O=C(/C=C/c1cccs1)NC1CC1,-0.7,-0.8,0.1,-2.2,-0.1,-0.9,9.3,0.999,0.907
COc1ccccc1C(=O)NCCC(=O)Nc1nc2ccccc2[nH]1,-4.1,-1.1,4.4,-0.3,-9.3,-0.2,10.8,0.956,0.892
Cc1cc(C)n(-c2n[nH]c(C)c2[N+](=O)[O-])n1,4.2,-3.3,-5.7,-0.7,-7.1,-4.7,-11.3,1.06,1.11
CC(C)(C)NC(=O)COc1ccc(CNn2nnnc2N)cc1,-4.2,0.6,-4.5,-0.3,-6.2,-4.2,-9.4,1.04,1.09
O=C(OCc1nnc(-c2ccccc2)o1)c1cccnc1Cl,-0.7,-0.8,-14.5,-1.1,-1.6,-0.5,-1.6,1.15,1.02
Nc1ccccc1C(=O)NCc1ccc(F)cc1,-14.2,0.1,6.1,-2.5,-2.5,-1.5,8.8,0.939,0.912
O=C(O)COc1ccc(Br)cc1C(c1c(C(=O)O)[nH]c2ccccc12)c1c(C(=O)O)[nH]c2ccccc12,23.8,0.8,-17.9,-1.5,-0.3,-0.2,-1.8,1.18,1.02
CC1(C)C(=O)OC(C(=O)c2ccc(Cl)cc2)C(C)(C)C1=O (centres undefined),-9.7,-2.2,2.4,0.8,-2.7,-0.8,-1.2,0.976,1.01
O=C(CSc1nc(=O)n(CCCN2CCOCC2)c2c1CCCC2)Nc1cccc(Cl)c1,-3.7,-1.0,8.9,-4.1,-6.5,-3.5,15.2,0.911,0.848
CSc1nc2c(c(=O)n1C)SC(C)C2 (centres undefined),-8.5,-4.2,-2.8,1.0,-7.6,-8.6,-2.9,1.03,1.03
CCOC(=O)C(=O)/C(=C\N(C)C)c1onc(-c2ccccc2)c1C(=O)OC,-6.5,-1.4,1.2,-0.9,-1.4,-1.7,-1.8,0.988,1.02
COc1ccc(S(=O)(=O)/N=C2/NC(=O)/C(=C\c3ccco3)S2)cc1,6.1,-3.5,1.9,4.2,62.3,90.4,58.4*,0.981,0.416
O=C(COc1ccccc1F)Nc1ccc2c(c1)CCC2,-3.6,-2.4,8.1,0.8,-1.9,3.2,-3.3,0.919,1.03
C/C(=N\NC(=O)CCc1ccc(S(=O)(=O)N2CCOCC2)cc1)c1ccc(Br)cc1,-0.8,1.1,7.8,-1.3,-9.0,3.0,8.8,0.922,0.912
O=C(Cc1cccs1)Nc1nnc(SCc2cccc3ccccc23)s1,23.8,0.0,12.7,-0.1,-2.0,6.6,6.6,0.873,0.934
Cc1cccc(NC(=O)c2cc([N+](=O)[O-])ccc2N2CCN(C)CC2)c1,-9.7,-0.8,-1.7,-0.8,-9.4,-1.9,9.3,1.02,0.907
O=C(NNC1=NC2(CCCC2)Cc2ccccc21)c1ccncc1,-1.0,-3.4,-16.6,-0.4,-3.8,-0.8,-3.1,1.17,1.03
COC(=O)c1cn(NC(=O)Cc2ccc(Cl)c(Cl)c2)c(=O)c2ccccc12,30.0,0.0,-1.8,1.9,-3.5,3.9,2.1,1.02,0.979
Cc1cc(Cl)ccc1OCC(=O)NNC(=O)c1ccc(=O)[nH]c1,-2.5,0.8,-18.2,0.8,-3.3,-3.9,18.0,1.18,0.82
CCN(Cc1ccccc1)C(=O)C1CCC(CNc2c(N3CCOCC3)c(=O)c2=O)CC1 (centres undefined),-6.2,-3.4,-11.0,-1.0,-12.0,-0.9,-4.0,1.11,1.04
COc1cccc(C(=O)Oc2ccc3ccc(=O)oc3c2)c1,-6.5,-1.3,-12.3,-0.6,-3.7,-0.3,-4.2,1.12,1.04
Cc1ccc(-c2csc(-c3c[nH]c4ccccc34)n2)c(C)c1,17.4,-3.6,2.1,3.8,-1.2,-1.6,19.6,0.979,0.804
C=CCN1C(=O)c2ccc(C(=O)NCCOc3ccccc3F)cc2C1=O,-14.3,-1.3,9.2,-1.9,-8.6,-2.9,3.8,0.908,0.962
CC(=O)N1CCN(CC(O)COc2ccc(S(=O)(=O)N3CCOCC3)cc2)CC1 (centres undefined),1.8,2.3,11.6,-2.1,2.9,2.8,0.3,0.884,0.997
CCCCc1c(O)nc2sc3cc(OC)ccc3n2c1=O,1.4,-1.8,7.0,0.8,-8.5,-7.2,-3.7,0.93,1.04
Fc1ccccc1NC(=S)Nn1cnnc1,2.6,-5.0,-5.7,-0.6,10.3,0.7,0.5,1.06,0.995
CCOC(=O)NC(=O)CSc1nc(C)cc(C)c1C#N,6.4,-5.2,2.4,-0.8,-4.3,-4.5,6.8,0.976,0.932
CCC(=O)c1ccccc1OCCN1C(=O)NC(C)(C)C1=O,-6.3,-1.2,14.9,-1.0,-1.7,3.6,2.4,0.851,0.976
O=C(CN1C(=O)CC(c2ccco2)Sc2ccccc21)NC1CCCCC1 (centres undefined),-15.0,0.6,13.8,-2.0,-2.1,4.0,-0.1,0.862,1
CCOC(=O)/C(C#N)=N/Nc1ccc(S(=O)(=O)N2CCc3ccccc32)cc1,-7.6,-6.9,25.8,89.2*,-6.6,-1.0,6.9,0.742,0.931
CS(=O)(=O)N(CC(=O)N/N=C/c1ccc(OCC(=O)N2CCOCC2)cc1)c1ccccc1Cl,-4.2,0.0,-6.7,0.5,-2.3,1.3,8.3,1.07,0.917
CCOc1cccc(C(=O)Nc2ccccc2OC(F)F)c1,0.8,-0.6,1.8,0.7,-2.3,-1.6,-9.3,0.982,1.09
CC(NC(=O)CC12CC3CC(CC(C3)C1)C2)C(=O)O (centres undefined),7.3,-2.2,8.6,-0.3,-5.7,-3.9,7.4,0.914,0.926
